Screens deposited in PubChem BioAssay by National Center for Advancing Translational Sciences (NCATS).
D2 agonist – activates the human D2 dopamine receptor; P14416; HEK293 T-REx D2 cells, calcium flux agonist mode; activation, % at 2 µM; hit rate 0.53% among 340,000;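 active means activation over 3 SD above normal in the single-dose calcium agonist read, cut at about 30% in these data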; further: 0% is about no effect
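Calcium-flux readout, 1 cycle/sec over 180 s following compound pin transfer, in inducible HEK293 Trex D2 cells (force-coupled); dopamine controls included. Positive calcium responses during this window marked compounds as potential agonists.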
RGS4 inh – human RGS4 inhibition. Transcreener GDP fluorescence polarization, RGS4-accelerated GTP hydrolysis. hit rate 0.039% among 390,000. AID 504845. Potency, µM (titrated, usually from 114 µM), for the others: at the top dose activity change, negative = inhibition, actives largely listed as inhibitors. P49798; further: potency means the concentration at half of the fitted maximal effect; on the % scale 0 is the no-effect control and ±100 the full control effect; nearly all actives have a fitted effect of over 75% in size; some results filed as inactive show a strong effect at the top dose
Target sequence (P49798 whole entry, looked up): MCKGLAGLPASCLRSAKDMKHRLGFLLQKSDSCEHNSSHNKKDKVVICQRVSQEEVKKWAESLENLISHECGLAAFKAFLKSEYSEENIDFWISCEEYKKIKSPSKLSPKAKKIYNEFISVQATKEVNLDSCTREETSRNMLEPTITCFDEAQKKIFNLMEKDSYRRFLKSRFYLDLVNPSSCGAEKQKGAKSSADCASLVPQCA
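MLSMR compounds (23 nl, pin-transferred) preincubated 10 min at room temperature with a 500nM (2x) first reagent, then RGS4 at 900nM (2x) plus Transcreener GDP mix added; fluorescence polarization (620/688 nm) read before and after 90 min at 30 °C.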
Vif-APOBEC3G blk – inhibitors of Vif-APOBEC3G interaction; HeLa A3G-eYFP + Vif (tagged APOBEC3G with the HIV-1 protein that degrades it), YFP fluorescence, overnight; Potency, µM (doses to about 46.1 µM), for inactives: top-dose activity, negative = active, most hits filed as inhibitors; hit rate 0.076% among 410,000; AID 602310;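 further: potency means the concentration at half of the fitted maximal effect; on the % scale 0 is the no-effect control and ±100 the full control effect; nearly all actives have a fitted effect of over 60% in size; hits raise eYFP signal because A3G escapes Vif-driven loss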
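Read-out is eYFP fluorescence (Ex 488/Em 500-530) from Vif-expressing HeLa A3G-eYFP cells; more signal means A3G escaped Vif-mediated degradation. Cells plated overnight, compound pinned in, incubated overnight at 37 deg C.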
LDHA block – inhibitors of human lactate dehydrogenase A; purified LDHA, NADH/diaphorase-resazurin fluorescence; active compounds read low; activity change, % (values are at about 110 or 230 µM); hit rate 0.15% among 480,000; in the data active means activity change below about -30%; inconclusive means mostly about -25% to -30%;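 further: plate controls were DMSO wells for no effect and wells without enzyme for full effect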
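Human LDH5 (2 nM) was incubated with 0.06 mM NADH and 0.2 mM pyruvate for 5 min at room temperature in Tris pH 7.4. Remaining NADH was coupled through diaphorase/resazurin, and resorufin fluorescence was read at 0 and 20 min.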
D2 antagonist – D2 dopamine receptor (human) antagonism. inhibition, % at 10 µM. HEK293 TREx D2 cells, calcium flux, dopamine EC80. hit rate 2% among 340,000. AID 485344. P14416; in the data active means inhibition above about 30%; further: 0% is about no effect
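Calcium mobilization kinetics were recorded at 1 s intervals in tetracycline-induced HEK293 T-REx D2 cells, first for 180 s after compound addition and then 180 s after EC80 dopamine.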
Vif-A3F inh – inhibitors of Vif-A3F interaction | HeLa A3F-eYFP + Vif (tagged APOBEC3F with the HIV-1 protein that degrades it), YFP fluorescence increase | Potency, µM (doses to about 46.1 µM), without a hit: top-dose activity, negative = active | hit rate 0.2% among 390,000 | AID 602313; further: potency means the concentration at half of the fitted maximal effect; % of control where 0% means no effect; nearly all actives have a fitted effect of over 65% in size
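HeLa cells stably expressing Vif plus C-terminally eYFP-tagged A3F were seeded, incubated overnight at 37 deg C, dosed with compound, incubated overnight again at 37 deg C. Yellow fluorescence (Ex 488/Em 500-530) reported blocked Vif-mediated A3F-eYFP degradation.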
GRP78 ERSR act – induces the endoplasmic reticulum stress response in human glioma cells | U87-MG GRP78 promoter luciferase reporter, 16 h | Potency, µM, for the others: at the top dose activation, most hits filed as activators | hit rate 0.02% among 420,000 | AID 602332; further: potency means the concentration at half of the fitted maximal effect; series mostly up to about 76 µM; % of control where 0% means no effect; nearly all actives have a fitted effect of over 35% in size
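Stably transfected U87-MG human glioma cells carrying a GRP78-based luminescent sensor were seeded at 1000 cells/well, pin-dosed with compounds and incubated 16 h. Luciferase reagent was then added, and end-point luminescence was read after 10 min at room temperature.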
ALOX12 inh – inhibitors of human 12S-lipoxygenase ALOX12. AID 1671190. P18054. Potency, µM (titrated, usually from 108 µM), for inactives: top-dose activity change, negative = inhibition, actives largely listed as inhibitors. hit rate 1.1% among 580,000. purified 12hLO, xylenol orange hydroperoxide absorbance; further: potency means the concentration at half of the fitted maximal effect; on the % scale 0 is the no-effect control and ±100 the full control effect
Target sequence (P18054 whole entry, looked up): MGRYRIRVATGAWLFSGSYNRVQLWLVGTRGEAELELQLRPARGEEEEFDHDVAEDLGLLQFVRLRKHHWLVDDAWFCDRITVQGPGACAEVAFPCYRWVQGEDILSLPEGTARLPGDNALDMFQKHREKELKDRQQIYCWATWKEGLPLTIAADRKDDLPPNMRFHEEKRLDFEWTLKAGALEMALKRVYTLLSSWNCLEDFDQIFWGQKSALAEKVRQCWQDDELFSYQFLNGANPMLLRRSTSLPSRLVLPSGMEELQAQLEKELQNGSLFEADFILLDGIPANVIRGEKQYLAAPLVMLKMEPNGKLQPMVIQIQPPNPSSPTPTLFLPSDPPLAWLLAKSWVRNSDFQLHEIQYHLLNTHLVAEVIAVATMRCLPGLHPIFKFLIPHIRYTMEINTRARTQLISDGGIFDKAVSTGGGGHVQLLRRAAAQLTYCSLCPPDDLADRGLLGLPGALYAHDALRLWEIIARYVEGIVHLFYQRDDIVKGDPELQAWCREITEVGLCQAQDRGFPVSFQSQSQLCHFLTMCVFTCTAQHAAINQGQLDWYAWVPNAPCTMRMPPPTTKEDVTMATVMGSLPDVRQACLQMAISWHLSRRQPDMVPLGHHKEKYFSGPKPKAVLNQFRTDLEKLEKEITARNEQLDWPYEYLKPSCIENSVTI
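Hydroperoxide product was detected by ferrous iron/xylenol orange as the 573 to 405 nm absorbance ratio. Arachidonic acid at 40 uM (final) was turned over for 30 min at room temperature by 150 nM human 12hLO, pH 7.0 Hepes buffer, after 15 min compound preincubation.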
ERG-DNA inh – ERG Ets/DNA interaction inhibition. Potency, µM (doses to about 76.9 µM), for inactives: at the top dose FP activity, negative = inhibition, usual class: inhibitors. P11308. hit rate 0.028% among 370,000. fluorescence polarization, His-ERG Ets domain / labelled DNA; active means well fitted inhibition curve with a large enough effect in the polarisation, with a control signal flat; inconclusive means small, poorly fitted or top-dose-only effect, or effect the other way, or a change in a side signal; inactive means no such curve, though single readings can be large or run the other way; the % refers to the polarisation;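 further: polarization taken with two DNA probes labelled with fluorescein and Texas red; potency means the concentration at half of the fitted maximal effect; % of control where 0% means no effect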
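His-tagged ERG Ets domain (1 uM in the protein solution; 300mM KCl, 50mM Tris-HCl, 1mM EDTA, 1mM DTT, pH 7.5) received compound, then a probe mix of 5 nM fluorescein-DNA and 100nM Texas-615-DNA. Fluorescence polarization was read for both dyes.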
The depositor's hits bear a star; ? = inconclusive; / = no result given; & = joins results of further samples; [ ] = dose if it differs, or a comment. Unless noted, the call rests on the fitted dose curve; in most records, active means well fitted curve in the direction sought with a large enough effect; inconclusive means small, poorly fitted or top-dose-only effect, or another doubt; inactive means no such curve, though single readings can be large; an effect the other way counts as inactive or inconclusive.

molecule,D2 agonist,RGS4 inh,Vif-APOBEC3G blk,LDHA block,D2 antagonist,Vif-A3F inh,GRP78 ERSR act,ALOX12 inh,ERG-DNA inh
COc1ccc(CCNC(=O)C2CCN(S(=O)(=O)N3CCC4(CC3)OCCO4)CC2)cc1OC,1.6,-5%,-4%,-11,15,11%,-4%,-4%,-1%
O=C(O)C1CC(O)CN1C(=O)c1ccco1 (centres undefined),1.0,-10%,3%,0,-2,-5%,-4%,0%,-1%
CCOc1ccccc1C(=O)Nc1ccc(NC(=O)c2ccccc2)cc1,-2.2,-14%,-2%,1,0,-2%,-1%,124%[activator],4%
Cc1ccccc1/C=C\c1nc2ccccc2c(=O)[nH]1,0.5,-34%,?,-8,33*,1%,-11%,-11%,-1%
COCc1cc(C)nc(SCc2ccccc2Cl)c1C#N,-1.4,-25%,-7%,0,3,-3%,-2%,16%,2%
CC1CCCN(C(=O)CCNC(=O)c2ccccc2Cl)C1 (centres undefined),0.8,8%,-1%,-2&-5,5,13%,-3%,13%&8%,3%
Cc1cc(C)n(-c2nc3ccccc3s2)n1,-0.3,-8%[11.4 µM],1%,1,5,1%,3%,-4%,2%
O=C(COc1ncnc2ccccc12)N1CCOCC1,-0.2,-6%,1%,-4,-12,6%,-4%,11%,3%
Cc1nc(-c2ccc(F)cc2)c(CC(=O)NCC(=O)Nc2ccc(F)c(F)c2)s1,0.4,-8%,0%,-1,-7,5%,-1%,-28%,24%
CCOc1ccc(NS(=O)(=O)c2ccc(NC(=O)c3ccccc3C(=O)O)cc2)cc1,/,-25%,-2%,-7,/,10%,-4%,-55%,13%
O=C(O)CCc1ccc(-c2ccccc2)n1CC(=O)Nc1ccccc1C(F)(F)F,-0.2,-10%,-1%,-3,/,0%,-4%,9%,1%
O=C(O)c1ccc(S(=O)(=O)N2CCC(c3nc(-c4ccccc4Cl)no3)CC2)cc1,-0.2,-9%,3%,-5,6,0%,-5%,29%,12%
CC1(C)OC(=O)C(=Cc2ccc(-c3ccc(S(N)(=O)=O)cc3)o2)C(=O)O1,-0.1,?,-20%,-11,13,0%,-2%,?,-4%
S=C1NC(C23CC4CC(CC(C4)C2)C3)=CC(c2ccc3c(c2)OCO3)N1 (centres undefined),0.7,-47%,1%,-6,6,-6%,4%,?,2%
COc1ccc(NC(=O)Cc2cccc(F)c2)cc1S(=O)(=O)Nc1ccccc1Cl,0.9,-20%,-2%,-6,16,8%,-3%,-14%,-6%
Cc1ccc(S(=O)(=O)N2CCOCC2)cc1NC(=O)COC(=O)c1ccccc1OCc1c(C)noc1C,/,-4%,0%,-5,/,-3%,-2%,-1%,-19%
COc1ccc(-n2c(=S)[nH]c3cc(C(=O)NCCCN4CCCC4=O)ccc3c2=O)c(OC)c1,-0.3,?,-2%,-1,-3,-5%,-6%,?,5%
O=C(NCCN1CCCOC1=O)C(=O)NCCN1CCCOC1=O,0.1,7%,1%,-9,0,-12%,1%,13%,-6%
C/C(=N\NC(=O)Cc1cc(=O)[nH][nH]1)c1cccc([N+](=O)[O-])c1,-0.2,3%,3%,-1,11,4%,-2%,-10%,-3%
COc1ccc(NC(=O)CSc2ccc(-c3ccccn3)nn2)cc1OC,0.5,2%,0%,5,-13,-27%,-1%,17%,8%

Full records, quoted from the list. Order of screens: D2 agonist | RGS4 inh | Vif-APOBEC3G blk | LDHA block | D2 antagonist | Vif-A3F inh | GRP78 ERSR act | ALOX12 inh | ERG-DNA inh
`Cc1ccccc1/C=C\c1nc2ccccc2c(=O)[nH]1` as listed: 0.5 | -34% | ? | -8 | 33* | 1% | -11% | -11% | -1%
`O=C(COc1ncnc2ccccc12)N1CCOCC1` as listed: -0.2 | -6% | 1% | -4 | -12 | 6% | -4% | 11% | 3%

(list continues)
molecule,D2 agonist,RGS4 inh,Vif-APOBEC3G blk,LDHA block,D2 antagonist,Vif-A3F inh,GRP78 ERSR act,ALOX12 inh,ERG-DNA inh
CCNc1nc(NCC)n2c(SCC(=O)Nc3ccccc3)nnc2n1,0.8,40%,-2%,-4,3,-12%,-6%,-1%,-1%
Cc1cc(C)nc(SCC(=O)Nc2ncc(Cc3cccc(Cl)c3Cl)s2)n1,-1.4,-3%,0%,-4,1,0%,-4%,-12%,9%
O=C(Nc1nnc(SCc2ccc(F)cc2)s1)c1ccccn1,0.0,-25%,-20%,7,-6,?,-2%,-10%,-1%
O=C(CSc1nnc(CNC(=O)c2cccs2)o1)Nc1ccc2c(c1)OCO2,0.0,18%,-4%,5,6,/,-3%,0%,5%
Cc1cc(C)n2nc(S(=O)(=O)NCCc3ccccc3)nc2n1,-1.0,-6%,0%,-8,17,-1%,-5%,2%,12%
COc1cc(NC(=O)c2cc([N+](=O)[O-])ccc2NC(=O)CNC2CCCCC2)cc(OC)c1,-1.7,1%,-1%,-5,5,5%,-5%,-2%,-12%
Cc1ccccc1OC(C)C(=O)Nc1ccc(S(=O)(=O)N2CCCC2)cc1 (centres undefined),0.3,-16%,-1%,3,-4,5%,1%,2%,-5%
Cc1nc(Cl)c2c(n1)NC(=O)CO2,0.3,19%,0%,1,-1,-2%,-3%,-17%,3%
CCN(CC(=O)Nc1ccc(NC(C)=O)cc1)C(=O)c1ccc(Sc2nncn2C)c([N+](=O)[O-])c1,/,/,0%,-2,/,-4%,-4%,18%,/
O=C(O)CSCC(=O)N1CCN(c2cc(C(F)(F)F)nc3ccccc23)CC1,0.3,23%,3%,-11,-9,-6%,-6%,-10%,-3%
O=C(COc1ccc(S(=O)(=O)NC2CCCCC2)cc1Cl)Nc1ccc2c(c1)OCO2,0.3,16%,4%,1,-4,-6%,-2%,-4%,16%
Cc1ccc(C(=O)c2sc(Nc3ccccc3F)c(S(=O)(=O)c3ccccc3)c2N)c(C)c1,1.5,5%,-3%,0,/,6%,-1%,-10%,-3%
Cc1ccccc1N1CCN(c2ncnc3c2cnn3Cc2ccc(Cl)cc2)CC1,2.4,2%,5%,-2,16,-1%,-5%,63%[activator],-2%
O=C(NCCCCc1ccccc1)C1CC(c2ccccc2C(F)(F)F)=NO1 (centres undefined),0.5,5%,1%,0,-13,1%,1%,-28%,13%
CCc1ccc(-n2c(=O)c3c(C)c(C)sc3n(CC(=O)NCC3CCCO3)c2=O)cc1 (centres undefined),-0.3,34%,-4%,-13,3,13%,-4%,9%,1%
Cc1cc(/C=N/NC(N)=S)c(C)n1-c1ccc(Cl)cc1,0.0,-36%[11.4 µM],2%,0,0,?,-1%,?,10%
Cc1nc(C)c(-c2ccc(SCc3ccc(Cl)cc3)nn2)s1,-0.5,-8%,2%,1,8,-22%,1%,7%,-7%
CCCOc1ccc(/C(O)=C2/C(=O)C(=O)N(CCN(C)C)C2c2ccncc2)cc1 (centres undefined),/,8%,-7%,0,/,2%,-4%,?,-5%
O=C(CCN1C(=O)c2ccccc2C1=O)Nc1ccccc1C(F)(F)F,0.0,-22%,0%,-2,-16,2%,-2%,-17%,-15%
O=C(O)c1ccccc1/C=N/NC(=O)C1CCCC1,0.0,16%,8%,-5,-9,-15%,1%,12%,-4%
Cc1c(F)cccc1NS(=O)(=O)c1ccccc1C#N,-0.1,8%,-1%,0,-11,6%,-3%,9%[57.4 µM],/
CC(O)c1cc2c(s1)c1cnn(Cc3ccccc3F)c(=O)c1n2C (centres undefined),/,-3%,-1%,-5&3,/,7%,-1%,/,/
Cc1ccc(S(=O)(=O)N(Cc2ccccc2)c2ccccc2C(=O)NCc2ccco2)cc1,-0.5,?,-14%,2,4,-7%,-2%,-28%,/
COc1ccc(OC)c(N=Cc2c(O)[nH]c3ccccc23)c1,0.1,16%,-2%,6,-19,-11%,-4%,?,-6%
O=C(NCc1nnc(SCC(=O)N2CCOCC2)o1)c1cccs1,-0.7,11%,0%,0,-10,1%,-1%,2%,-9%
Cc1cccc(NC(=O)CSc2cccc3cccnc23)c1C,0.7,-15%,1%,2,0,8%,-1%,?,4%
COc1ccc(C(=O)N/C(=C/c2ccco2)C(=O)NCc2ccco2)cc1,0.8,9%,-6%,-8,-6,0%,1%,?,-8%
CN1CCN(c2ccc(S(=O)(=O)N3CCOCC3)cc2NC(=O)COc2ccc(F)cc2Cl)CC1,0.7,-6%,0%,-2,-7,10%,-4%,?,16%
CC(=O)Nc1ccc(NC(=O)CSc2nnnn2C2CCCCC2)cc1,0.1,-6%,-1%,-3,-5,5%,-3%,?,5%
CCCCN(C)C(=O)c1sc(=O)n(Cc2c(C)cccc2C)c1C,/,/,2%,-4,/,/,-1%,-6%,/
COc1ccc(-c2cn[nH]c2-c2ccc(OCc3ccc([N+](=O)[O-])cc3)cc2O)cc1OC,0.2,15%,1%,-1,14,-1%,0%,10%,8%
COC(=O)c1ccc(S(=O)(=O)NCCSc2nnc3c4ccccc4n(C)c3n2)cc1,-0.9,-3%,1%,-2,28,-5%,8%,2%,2%
CCOc1ccc(C(=O)Nc2ccc3oc(-c4ccncc4)nc3c2)cc1,-0.1,-14%,0%,2&-10,/,4%,-1%,?,-2%
CCN1CCN(C(c2cccc(F)c2)c2c(O)cc(C)n(Cc3ccco3)c2=O)CC1 (centres undefined),-0.9,29%,2%,-7,/,4%,-3%,?,0%

A portion of the library; the hit share may differ from the screen's.
